# FBW7 activator: FBW7 E3 ligase activators, primary screen, biochemical, AlphaScreen, human; F-box/WD repeat-containing protein 7 (Homo sapiens), Q969H0; normalized activity (activation), % at 26.1 µM; AlphaScreen FBW7–phospho-cyclin E peptide binding, activator screen; hit rate 0.13% among 650,000; in the data active = normalized activity above about 1.9%;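 also: purified mutant Fbw7 with reduced substrate affinity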
# TEAD-YAP block: TEAD-YAP interaction inhibition, primary screen, TEAD-YAP interaction inhibitor project, luminescence, HEK-TIYL cells. TEAD-Gal4/YAP UAS-luciferase luminescence. inhibition, % at 9.12 µM. hit rate 1.4% among 640,000; in the data active = inhibition above about 32%;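 also: 0% = median of test compound wells and 100% = reference inhibitor wells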
# GPR151 ag: activators of human GPR151, primary screen, cell-based, PathHunter beta-arrestin, luminescence. activation, % at 11.2 µM. hit rate 1% among 650,000. G-protein coupled receptor 151 (Homo sapiens), Q8TDV0. PathHunter beta-arrestin GPR151 cells. AID 1508602, 2020; in the data active = activation above about 4.9%;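 also: 0% = median of compound wells and 100% = cells with positive control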
# Target sequence (Q8TDV0 whole entry, looked up): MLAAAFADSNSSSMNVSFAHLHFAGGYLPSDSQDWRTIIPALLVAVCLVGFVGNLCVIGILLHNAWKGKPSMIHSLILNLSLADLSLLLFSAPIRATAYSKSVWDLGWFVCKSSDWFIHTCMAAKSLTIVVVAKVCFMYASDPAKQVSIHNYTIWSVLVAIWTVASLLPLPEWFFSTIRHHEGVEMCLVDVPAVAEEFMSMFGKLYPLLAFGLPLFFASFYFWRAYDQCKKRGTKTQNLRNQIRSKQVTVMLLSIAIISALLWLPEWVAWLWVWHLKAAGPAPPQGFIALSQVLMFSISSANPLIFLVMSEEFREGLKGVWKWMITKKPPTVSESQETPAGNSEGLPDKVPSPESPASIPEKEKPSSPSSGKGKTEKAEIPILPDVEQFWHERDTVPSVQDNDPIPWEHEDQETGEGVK
# MITF inh: MITF inhibitors, primary screen, biochemical, AlphaScreen, human | Microphthalmia-associated transcription factor (Homo sapiens), O75030 | AlphaScreen MITF homodimerization, bead proximity signal | inhibition, % at 2.6 µM | hit rate 0.91% among 650,000; in the data active = inhibition above about 50%;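 also: 0% = vehicle wells with protein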
# Target sequence (O75030 whole entry, looked up): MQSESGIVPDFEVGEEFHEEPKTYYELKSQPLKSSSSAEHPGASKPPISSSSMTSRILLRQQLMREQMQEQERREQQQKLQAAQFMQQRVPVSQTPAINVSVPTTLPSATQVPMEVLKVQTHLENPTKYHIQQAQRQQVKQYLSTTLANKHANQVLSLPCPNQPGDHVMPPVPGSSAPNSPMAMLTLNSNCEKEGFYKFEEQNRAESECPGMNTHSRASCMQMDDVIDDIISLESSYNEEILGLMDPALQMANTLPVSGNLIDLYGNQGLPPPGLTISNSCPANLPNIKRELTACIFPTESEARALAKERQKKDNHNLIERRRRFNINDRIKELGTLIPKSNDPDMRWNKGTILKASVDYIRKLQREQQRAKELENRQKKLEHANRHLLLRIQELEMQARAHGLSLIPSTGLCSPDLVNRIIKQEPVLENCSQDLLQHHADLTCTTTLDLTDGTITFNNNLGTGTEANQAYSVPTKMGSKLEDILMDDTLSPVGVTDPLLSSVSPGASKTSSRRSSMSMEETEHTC
# An asterisk follows results filed as active; & = joins results of further samples.
# Every second line gives: FBW7 activator	TEAD-YAP block	GPR151 ag	MITF inh
CC1CCCN(C(=O)C2CCC(CNS(=O)(=O)c3cccc4nsnc34)CC2)C1 (stereo not given)
 : 0.1	4.6	0.2	15.6
Cc1c(C(=O)N2CCCC2)sc(NC(=O)c2ccc(Cl)cc2)c1C#N
 : 0.2	4.6	-0.7	16.4
Cc1[nH]nc2nc(SCC(=O)NCc3ccccc3)n(-c3ccc(Br)cc3)c(=N)c12
 : 0.0	-2.1	-1.2	-7.5
O=C(O)c1ccc(COc2ccc(I)cc2)cc1
 : 0.0	-27.6	-3.6	-0.3
CCN(CC)c1ccc(NC(=O)c2cc(-c3ccc(C)cc3)nc3ccccc23)cc1
 : 0.0	6.7	-0.9	8.3
COc1cc(/C=C/C(=O)N2CCN(c3n[nH]c(=O)[nH]c3=O)CC2)cc(OC)c1OC
 : 0.1	-3.6	2.0	9.6
COc1ccc(Br)cc1C(=O)Nc1cccc(F)c1
 : 0.1	-33.2	0.7	-10.5
Cn1c(=O)n(C)c2cc(S(=O)(=O)Nc3ccccc3)ccc21
 : -0.2	10.9	0.7	5.2
c1nc2nc(Nc3ccc(N4CCOCC4)cc3)nc(NCCN3CCOCC3)c2[nH]1
 : 0.0	7.5	-0.4	14.8
COc1ccccc1CCNC(=O)NC1CC(=O)N(c2ccccc2)C1 (stereo not given)
 : -0.2	-8.7	0.3	-7.5
COc1ccc(OC)c(NC(=O)N2CCN(c3cc(Cl)ccc3C)CC2)c1
 : 0.8	5.6	-1.2	-2.2
Cc1nc2cc(NC(=O)c3ccc(S(=O)(=O)N4CCCC4)cc3)ccc2s1
 : -0.1	30.6	-0.8	-1.7
CC(CNC(=O)c1ccccc1F)c1ccc([N+](=O)[O-])cc1 (stereo not given)
 : -0.1	4.1	-0.1	6.4
O=C(Nc1ccccc1-c1ccccc1)C1CCCN1C(=O)Nc1ccccc1 (stereo not given)
 : 0.1	6.5	0.6	79.0*
Cc1ccc(C(=O)N2CCN(c3ccc(Nc4cccnc4)nn3)CC2)cc1C
 : -0.2	3.5	1.8	8.1

# The final 7 records of the part above open the next one:
# Every second line gives: FBW7 activator	TEAD-YAP block	GPR151 ag	MITF inh
c1nc2nc(Nc3ccc(N4CCOCC4)cc3)nc(NCCN3CCOCC3)c2[nH]1
 : 0.0	7.5	-0.4	14.8
COc1ccccc1CCNC(=O)NC1CC(=O)N(c2ccccc2)C1 (stereo not given)
 : -0.2	-8.7	0.3	-7.5
COc1ccc(OC)c(NC(=O)N2CCN(c3cc(Cl)ccc3C)CC2)c1
 : 0.8	5.6	-1.2	-2.2
Cc1nc2cc(NC(=O)c3ccc(S(=O)(=O)N4CCCC4)cc3)ccc2s1
 : -0.1	30.6	-0.8	-1.7
CC(CNC(=O)c1ccccc1F)c1ccc([N+](=O)[O-])cc1 (stereo not given)
 : -0.1	4.1	-0.1	6.4
O=C(Nc1ccccc1-c1ccccc1)C1CCCN1C(=O)Nc1ccccc1 (stereo not given)
 : 0.1	6.5	0.6	79.0*
Cc1ccc(C(=O)N2CCN(c3ccc(Nc4cccnc4)nn3)CC2)cc1C
 : -0.2	3.5	1.8	8.1
Cc1cc(C)c(NC(=O)c2ccccc2S(C)(=O)=O)c(Cl)c1
 : 0.1	-21.6	2.6	5.2
N#Cc1ccc(-c2cccs2)nc1SCC(=O)Nc1nccs1
 : 0.0	-68.5	1.6	-17.7
O=c1[nH]c2ccccc2nc1Cc1cc2c(cc1[N+](=O)[O-])OCO2
 : 0.1	2.3	-0.4	-16.3
S=C(Nc1ccc2c(c1)OCO2)N1CCN(Cc2ccco2)CC1
 : -0.2	-9.6	-0.6	1.3
Cc1oc(-c2cccs2)nc1CSCC(=O)N1CCCC1
 : 0.0	2.5	-0.1	-5.5
CCN(CC)C(=O)CCCC(=O)N(CC)CC
 : 0.0	1.7	0.0	-9.6
N#CC1=C(N)Oc2n[nH]c(-c3ccccc3)c2C1c1ccc(Cl)cc1Cl (stereo not given)
 : -0.5	-0.3	0.4	1.8
CCOC(=O)N1CCN(C(=O)c2sc3ncn(Cc4cccc(F)c4)c(=O)c3c2C)CC1
 : -0.2	13.8	-0.6	0.6
COc1ccc(CCNS(=O)(=O)c2cn(C)c(=O)n(C)c2=O)cc1
 : 1.1	8.8	-0.5	5.6
O=C(O)c1ccc(Nc2ccccc2Cl)nc1
 : -0.1	3.1	-1.1	-0.2
O=C(Nc1ccc(-c2nnc3n2CCCCC3)cc1)Nc1ccc([N+](=O)[O-])cc1
 : 0.1	3.2	0.1	8.4
CC(C)=NOC(=O)c1csc(Cc2c(Cl)cccc2Cl)n1
 : 0.1	-7.5	1.2	-8.4
COc1ccc(N2CCN(Cc3nnc(-c4ccccc4C)o3)CC2)cc1
 : -0.4	-4.7	0.2	-5.6
Cn1c(=O)c2c(nc(SCc3ccccc3)n2Cc2ccc(Cl)cc2)n(C)c1=O
 : 0.1	-4.8	-0.9	-2.7
O=C1C(=O)N(c2nncs2)C(c2ccc(F)cc2)/C1=C(\O)c1ccccc1 (stereo not given)
 : 0.0	-8.0	-0.6	-5.5
CCCC12CN3CC(C)(CN(C1)C3c1ccc(OC(C)C)cc1)C2=O (stereo not given)
 : -0.2	6.8	0.7	-2.5
CC(C)(C)c1ccc(OCCOCC(O)CN2CCN(CCO)CC2)cc1 (stereo not given)
 : 0.2	-12.8	-1.2	-14.2
Cc1sc2ncn(CC(=O)NCCCC(=O)NCCCN3CCCCCC3)c(=O)c2c1C
 : -0.1	-4.0	-0.2	-6.0
Cc1cccc(C)c1NC1=C(Cl)C(=O)OC1OC(=O)c1ccc([N+](=O)[O-])cc1 (stereo not given)
 : 0.0	7.6	1.5	0.0
CS(=O)(=O)N(CC(=O)Nc1cccc(Br)c1)c1cccc([N+](=O)[O-])c1
 : 0.1	-0.6	0.5	12.6
CN1CCN(CCCCOc2ccc(C#N)cc2)CC1
 : 0.1	3.8	0.4	1.1
NC(=O)c1cc(NC(=O)COC(=O)c2ccccc2CCc2ccccc2)cc(C(N)=O)c1
 : -0.1	-4.3	0.6	-4.0
CCOc1cccc2cc(C(=O)NC(C)=O)c(=Nc3ccc(F)cc3)oc12
 : 0.7	-27.4	-2.8	20.5
Cn1c(C(=O)NCCN2CCCCCC2)cc2c(=O)n(C)c3ccccc3c21
 : -0.1	-1.0	-0.2	-9.3
Cc1ccccc1NC1=C(N)C(=O)c2ccccc2C1=O
 : -0.4&-0.2	0.4&-5.7	-0.2&3.1	13.3&4.3
C=CCN1CC(C(=O)N2CCC(Cc3ccc(OC)cc3)(C(=O)OCC)CC2)CC1=O (stereo not given)
 : -0.1	0.9	-0.4	-1.2
COc1ccc(Nc2nc(NCCCN3CCOCC3)c3ncn(C(C)C)c3n2)cc1
 : 0.1	6.3	-1.5	2.2
O=C(CC(NCCC1=CCCCC1)C(=O)O)Nc1ccc(Cl)c(Cl)c1 (stereo not given)
 : 0.3	-2.5	0.6	2.2
COc1ccc(CN2CCc3nnc(C(NC(=O)c4ccccn4)C(C)C)n3CC2)cc1 (stereo not given)
 : 0.7	2.5	0.5	14.1
CN(C(=O)C1CC1)c1ccccc1C(=O)NCc1ccccc1
 : -0.2	-0.5	-0.8	3.7
COc1cc(C2C(C(=O)OCCc3ccccc3)=C(C)NC3=C2C(=O)CC(c2ccc(Cl)cc2)C3)ccc1OCc1ccccc1 (stereo not given)
 : 0.8	8.3	0.3	7.0
COc1ccc(COC2OC(COC(C)=O)C(OC(C)=O)C(OC(C)=O)C2NC(C)=O)cc1 (stereo not given)
 : 0.0	-1.1	2.5	11.2
Cc1ccc2nc(CSc3nc4sc(C)cc4c(=O)n3C)[nH]c2c1
 : 0.4	1.1	0.7	21.7
NC(=O)c1ccccc1N/C=C/C(=O)c1cccs1
 : -0.1	-10.9	-3.8	3.8
CC(C)CCNC(=O)CCCCCn1c(=S)[nH]c2ccccc2c1=O
 : 0.4	-2.9	-1.4	-1.3
CC(=O)N1N=C(c2ccc(F)cc2)CC1c1ccc(F)cc1 (stereo not given)
 : 0.1	4.3	0.9	7.2
CCOc1cc(S(=O)(=O)N(CC)CC)ccc1F
 : -0.1	0.6	2.9	7.7
O=C(Nc1ccc(I)cc1Cl)c1ccc2c(c1)OCCO2
 : 0.1	-50.9	-2.6	8.8
O=C(Nc1cc(Oc2cccc(Cl)c2)cc([N+](=O)[O-])c1)c1nn2c(C(F)(F)F)cc(-c3cccs3)nc2c1Br
 : 0.2	-10.9	0.4	-3.0
CC1CN(CC(O)COC23CC4CC(CC(C4)C2)C3)CC(C)O1 (stereo not given)
 : 0.1	-8.7	0.8	7.6
COc1ccc(OCC(=O)Nc2ccc(-c3nc4ccc(C)cc4s3)cc2)cc1
 : 0.7	38.9*	1.7	15.9
COC(=O)c1ccccc1NC(=O)C1CCN(C(=O)N2CCOc3ccccc32)CC1
 : 0.3	11.2	-3.2	4.3
O=S(=O)(c1c(Cl)cccc1Cl)N1CCOCC1
 : 0.1	2.1	0.3	5.2
COc1cc(-c2cnc3[nH]c(=O)n(CCc4cccnc4)c3n2)cc(OC)c1OC
 : -0.6	-5.2	0.0	-10.4
CC1(c2ccccc2)CC(C)(C)N(S(=O)(=O)c2ccc(Cl)cc2)c2ccccc21 (stereo not given)
 : 0.1	1.0	4.6	-9.3
CCOC(=O)Cc1c(-[n+]2ccccc2)[nH]c2ccccc12
 : 0.0	8.4	-0.6	5.4
CC(NC(=S)Nc1ccc([N+](=O)[O-])cc1)C(c1cccs1)N1CCOCC1 (stereo not given)
 : -0.1	1.2	1.4	-1.1
Cn1cc(C(=O)Nc2ccc3c(c2)OCO3)c2ccccc2c1=O
 : 0.1	-6.9	-0.8	4.7
O=C(Nc1ncc(C(O)(C(F)(F)F)C(F)(F)F)s1)c1ccccc1Cl
 : 0.0	-44.1	6.6*	0.3
Cc1ccc(-n2nc3c(c2NC(=O)c2cccs2)CSC3)c(C)c1
 : -0.2	-2.9	-0.9	-2.8
Cc1ccc(C(=O)Cn2c(-c3ccccc3)noc2=O)cc1
 : 0.1	-10.6	-1.0	-8.9
COc1cc2c3c(c1)c(C1=NC(=S)NC1=O)c(O)n3C(C)(C)C=C2C
 : 0.0	-9.0	0.2	-9.5
COc1cccc(-c2cccc(NC(=O)C3CCN(C4CCSCC4)CC3)c2)c1
 : 0.2	-4.1	-0.8	6.9
Cc1ccc(-c2nnc(Nc3ccc(F)cc3)c3ccccc23)cc1S(=O)(=O)NCC1CCCO1 (stereo not given)
 : 0.0	24.8	-0.9	1.6
Cc1c(C(=O)N2CC(C)OC(C)C2)sc2nc(-c3ccccc3)cn12 (stereo not given)
 : -0.1	-4.9	-0.2	-2.9
CCOc1cc(C)c(C(C)C)cc1S(=O)(=O)NCc1cccnc1
 : 0.1	3.7	-0.8	13.8
O=C1OC(/C=C/c2ccc(Cl)cc2Cl)=NC/1=C\c1cccc(Cl)c1
 : -0.1	0.4	0.0	12.2
CCN(CC)CCN1C(=O)C2(SC(NC(C)=O)=NN2C(C)=O)c2ccccc21 (stereo not given)
 : 0.6	11.8	-1.2	16.9
CN(C)CCOc1cc(-c2cn[nH]c2)ccc1NC(=O)NCc1ccccc1
 : -0.3	-2.2	0.0	6.5
COc1ccccc1C1C(C(=O)O)c2ccccc2C(=O)N1C (stereo not given)
 : -0.1	3.7	3.4	-4.7

# Profiles, quoted from the list:
# `CN(C)CCOc1cc(-c2cn[nH]c2)ccc1NC(=O)NCc1ccccc1` in the list: FBW7 activator: -0.3; TEAD-YAP block: -2.2; GPR151 ag: 0.0; MITF inh: 6.5
# `O=C1OC(/C=C/c2ccc(Cl)cc2Cl)=NC/1=C\c1cccc(Cl)c1` in the list: FBW7 activator: -0.1; TEAD-YAP block: 0.4; GPR151 ag: 0.0; MITF inh: 12.2

# (continued)
# Every second line gives: FBW7 activator	TEAD-YAP block	GPR151 ag	MITF inh
CC(C)(C)c1ccc(C(=O)n2nnc3ccccc32)cc1
 : 0.0	-25.8	-0.1	-0.9
COc1cccc(C(=O)Nc2nnc(S(=O)(=O)N3CCOCC3)s2)c1
 : -0.2	-6.1	-0.9	-2.6
COCCCn1c(=O)[nH]c2nc(-c3ccc(OC)cc3)cnc21
 : 0.2	-10.5	-0.2	6.7
COCc1nnc(NC(=O)/C=C/c2ccc(OC)cc2)s1
 : 0.1	-6.9	0.2	3.6
COc1cccc(C(=O)NCc2nnc(SCC(=O)Nc3cc(C(F)(F)F)ccc3Cl)n2-c2ccc(F)cc2)c1
 : 0.1	4.3	2.3	-4.0
CCn1c(=O)c2c(nc(SCC(=O)c3ccc(OC)cc3)n2C)n(C)c1=O
 : 0.0	-14.5	-1.0	9.8
CCOC(=O)CN(C)Cc1ccccc1Br
 : -0.1	11.9	-0.6	58.7*
CCN(CC)C(=O)c1cc2c(n(-c3ccc(OC)cc3)c1=O)CC(C)(C)CC2=O
 : 0.0	-7.5	-0.4	5.8
CCS(=O)(=O)N1CCCC(C(=O)NC(C)c2ccccc2)C1 (stereo not given)
 : -0.2	7.0	4.9	-0.4
CC(C)N1CCN(Cc2ccc(C#CCCO)cc2)CC1CCO (stereo not given)
 : -0.1	-3.8	-1.1	-3.1
CCc1ccccc1N(CC)C(=O)c1cn(C)c(=O)c2cc(OC)c(OC)cc12
 : 0.0	4.1	1.1	-8.0
Cc1cc(C)c(NC(=O)CN2C(=O)NC3(CCCCCC3)C2=O)c(Cl)c1
 : 0.7	-6.8	-0.8	13.8
CCCCOCCCNS(=O)(=O)c1ccccc1
 : 0.5	4.5	0.6	10.1
Cc1csc2ncc(C(=O)NC3CCC(O)CC3)c(=O)n12 (stereo not given)
 : -0.1	-1.4	0.0	4.3
